HSF-1 act – HSF-1 activators, primary screen, NIH3T3-HGL cells, MG132 stress, luminescence, single point | NIH3T3-HGL HSF-1 luciferase reporter, 8 h; 100% = twice DMSO control signal | activation, % at 9 µM | actives 1.7% (n = 300,000);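 active = mean replicate activation of at least 50% with a set share of replicates each reaching 50%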;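 note: 0% = median of the neutral control wells and 100% = twice that signal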
AI-2 QS modul – Vibrio harveyi AI-2 quorum sensing modulators, primary screen, JMH597 strain, luminescence/OD600 ratio; AID 2094, 2009; Vibrio harveyi JMH597 AI-2 luminescence/OD600 ratio, 9 h; active compounds read low; strain lacks LuxN and CqsS sensors; 0 = neutral-control median; actives 0.4% (n = 300,000); activity change, % at 7.5 µM; in the data active = activity change below about -75%, passing the limit was not always enough;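 note: luminescence divided by OD600 gain over 9 h not by final OD600 alone; inactives centre near 13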
HSP90 inh – HSP90 inhibitors, primary screen, cell lysate, luminescence; AID 1789, 2009; Heat shock protein HSP 90 (rabbit reticulocyte lysate; luciferase refolding); inhibition, % at 5.6 µM; Rabbit reticulocyte lysate, luciferase refolding luminescence, 3 h; actives 0.91% (n = 290,000);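 active = inhibition above the screen-wide mean plus 3 SD, computed separately per campaign, cut at about 16% in these data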;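 note: 0% = DMSO wells and 100% = 60 µM geldanamycin wells; inhibitors lower the luminescence because luciferase stays unfolded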
Platelet DG rel – inhibitors of platelet dense granule secretion, primary screen, cell-based, MLPCN, human platelets | human platelet-rich plasma, SFLLRN dense granule ATP release, luminescence | inhibition, %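 (compounds screened at 7.5 µM in platelet-rich plasma)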 | actives 0.22% (n = 300,000) | AID 1663, 2009;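 active = mean replicate score, as percent of positive control, at or above 50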
KLF5 inh – KLF5 expression inhibitors, primary screen, DLD-1 cells, luminescence. inhibition, % at 5 µM. actives 0.23% (n = 290,000). AID 1700, 2009. DLD-1 KLF5 promoter-luciferase reporter;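 active = inhibition above a per-plate limit of that plate's mean compound inhibition plus 3 SD, cut at about 60% in these data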;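 note: 0% = DMSO wells and 100% = LY294002 at 200 µM; higher means less KLF5 promoter-driven luciferase light; inactives centre near -14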
aSyn UTR inh – MLPCN primary screen, SNCA 5' untranslated region. alpha-synuclein 5'UTR reporter, inhibitor activity. actives 0.82% (n = 300,000). AID 1813, 2009. inhibition, % (tested at 7.5 µM); in the data active = inhibition above about 60%;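 note: H4 neuroglioblastoma cells stably carrying SNCA 5'UTR luciferase fusion; 0% = DMSO wells and 100% = positive control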
IEC-6 cytotox – cytotoxicity in IEC-6 intestinal epithelial cells, primary screen, cytotoxicity control for KLF5 inhibitor project, cell-based, luminescence. AID 1825, 2009. actives 0.78% (n = 290,000). IEC-6 cytotoxicity, luminescence viability. inhibition, % at 5 µM; in the data active = inhibition above about 22%;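 note: 0% = plate median of test compound wells and 100% = cytotoxic reference compound wells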
HSF1 inh – HSF1 inhibitors in luciferase reporter cells, primary screen, cell-based, NIH3T3, luminescence; NIH3T3-HGL HSE-luciferase, MG132-induced, luminescence 8 h; active compounds read low; actives 0.77% (n = 300,000); activity change, negative = inhibition, % at 7.5 µM (by protocol); AID 2098, 2009;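 active = more than half of replicate wells show activity change below -50%, luminescence cut by over half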;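 note: luciferase reports HSF-1 transcriptional activity via heat shock element; 0% = median of DMSO wells and -100% = zero luminescence signal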
HIF activator – HIF pathway transcriptional activators, primary screen, cell-based, U2OS HRE-luciferase, luminescence. activation, % at 7.5 µM (by protocol). U2OS HRE-luciferase reporter; normalized: DMSO 0%, desferrioxamine 100%. actives 0.32% (n = 300,000);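 active = mean activation of at least 10% of the iron chelator positive control signal, with at least half of replicates also reaching 10%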
HDAC3 inh – HDAC3 deacetylase inhibitors, primary screen, biochemical, fluorescence, cell-free homogeneous. Histone deacetylase 3 (Homo sapiens), O15379. recombinant HDAC3, fluorogenic peptide/trypsin coupled. inhibition, % at 8.3 µM. actives 0.15% (n = 320,000); in the data active = inhibition above about 26%, passing the limit was not always enough
Target sequence (O15379 whole entry, looked up): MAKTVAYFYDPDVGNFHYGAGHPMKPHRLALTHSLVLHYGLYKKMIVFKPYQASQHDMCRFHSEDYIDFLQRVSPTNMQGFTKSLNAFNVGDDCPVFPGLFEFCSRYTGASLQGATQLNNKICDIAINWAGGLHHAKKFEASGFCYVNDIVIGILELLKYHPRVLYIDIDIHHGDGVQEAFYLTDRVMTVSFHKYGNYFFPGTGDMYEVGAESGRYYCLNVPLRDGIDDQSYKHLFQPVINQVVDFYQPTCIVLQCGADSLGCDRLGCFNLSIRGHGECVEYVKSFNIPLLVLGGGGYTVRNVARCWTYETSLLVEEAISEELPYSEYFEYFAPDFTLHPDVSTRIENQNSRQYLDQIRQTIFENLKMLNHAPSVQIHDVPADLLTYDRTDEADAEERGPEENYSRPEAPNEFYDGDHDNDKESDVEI
* = called active by the depositor; . = no result given.

Each structure is followed by: IEC-6 cytotox | KLF5 inh | aSyn UTR inh | HSF1 inh | HIF activator | HSP90 inh | HSF-1 act | HDAC3 inh | AI-2 QS modul | Platelet DG rel
N#CCOc1nc(N2CCCCC2)nc(N2CCCCC2)n1
  -4 | -8 | 28 | -5 | -0.3 | 3 | -11 | 6 | 9 | -4
Cc1ccccc1OCC(=O)Nc1sc2c(c1C#N)CC(C)(C)NC2(C)C
  1 | 6 | -2 | -5 | 0.0 | 2 | -1 | 5 | 7 | 15
O=C(CN(C(=O)CNS(=O)(=O)c1ccccc1)c1ccc(Cl)cc1)NCC1CCCO1 (stereo unspecified)
  -6 | -3 | 4 | 3 | -0.2 | 5 | 10 | 0 | 11 | -4
CCOc1cc(N2CCOCC2)c(OCC)cc1NC(=O)CCC1CCCC1
  -2 | -7 | -7 | 4 | 0.7 | 1 | 14 | 0 | 37 | 2
Cc1ccc(NC(NC(=O)c2ccccc2[N+](=O)[O-])C(Cl)(Cl)Cl)cc1 (stereo unspecified)
  1 | -2 | 11 | -2 | 3.4 | -1 | -8 | 0 | 36 | -8
Cc1ccc(N2C(=O)CC3(CCCC3)CC2=O)cc1
  -2 | -36 | -16 | 6 | 0.4 | -1 | 3 | -2 | 31 | -2
O=C(C(Cl)Cl)N1CCN(Cc2ccccc2)CC1
  -7 | -23 | 1 | 0 | -0.2 | 2 | -1 | -1 | 25 | -10
COc1ccc(NC(=S)Nc2ccccc2Cl)cn1
  5 | -20 | 9 | 9 | 3.9 | 0 | 34 | 3 | 1 | 2
COc1ccc(NC(=O)NC2(C(=O)N3CCCCCC3)CCCCC2)cc1
  -7 | -15 | -15 | -4 | -0.7 | -2 | -3 | 0 | 19 | -4
C=CCOc1ccc(CNc2nccs2)cc1OCC
  -5 | -24 | 2 | -8 | 0.2 | -2 | -8 | 7 | 24 | -6
CSc1ccc(C(=O)NCC(c2ccco2)N(C)C)cc1[N+](=O)[O-] (stereo unspecified)
  1 | -10 | -17 | 3 | -0.5 | 0 | 24 | 2 | 13 | 3
O=C(OC(C(=O)NC1CCCC1)c1ccccc1F)c1ccco1 (stereo unspecified)
  -4 | -44 | 5 | -1 | 0.5 | -1 | -12 | -2 | 15 | 6
COc1ccc(CC2(CO)CCN(Cc3ccc4nsnc4c3)CC2)cc1
  2 | -23 | 13 | 5 | 0.2 | 3 | -13 | 0 | 8 | -5
O=C(NC1CCCC1)c1ccc(CSc2nc3ccncc3n2Cc2ccc(F)cc2)cc1
  0 | 0 | 13 | 5 | -0.3 | -3 | 2 | 2 | 16 | 1
O=C(C(=O)N1CCN(c2cccc(Cl)c2)CC1)c1c[nH]c2ccccc12
  -4 | -43 | -21 | 7 | 0.1 | 0 | 20 | -2 | 37 | 5
O=C(C1CC1)N1CCc2cc(Br)cc(S(=O)(=O)NCCCN3CCCCC3)c21
  0 | -17 | -2 | -12 | 0.2 | -3 | 6 | 3 | 8 | 3
COc1cc(/C=C(\NC(C)=O)C(=O)Nc2cccc(O)c2)ccc1OC(C)=O
  -5 | -7 | 1 | 1 | -0.4 | -8 | -11 | 4 | 22 | -2
CCN(CC(=O)NCc1ccncc1)S(=O)(=O)c1ccccc1
  -3 | -11 | 6 | -5 | -1.1 | -1 | -28 | 1 | -2 | -8
COc1ccccc1C(=O)NC(=O)COC(=O)c1nc(Cl)ccc1Cl
  . | . | 6 | 2 | -5.8 | . | 0 | 1 | 20 | 3
Cc1cc2[nH]c(=O)c(=O)[nH]c2cc1S(=O)(=O)N1CCN(c2cccc(Cl)c2)CC1
  -4 | -85 | 2 | -8 | 0.0 | 7 | -7 | 2 | 32 | 6
Cc1ccccc1C(=O)OCn1nnc2ccccc2c1=O
  15 | 19 | 5 | -11 | -0.1 | -1 | -2 | -1 | 4 | 92*
O=C1NC(SCCCF)=N/C1=C/c1ccc(-n2cncn2)cc1
  -3 | -24 | 37 | -7 | -0.3 | -5 | 2 | 2 | 15 | -2
CC(C)c1cc(N2CCOCC2)n2ncc(-c3ccccc3)c2n1
  7 | 0 | 7 | -4 | 0.7 | 4 | -11 | -13 | 36 | -2
CCCc1nc(NCc2ccccn2)c2nnn(Cc3ccccc3F)c2n1
  -2 | -3 | 10 | 1 | -0.3 | 6 | 26 | 3 | 24 | 0
COc1ccc(N2C(=O)CCC(C(=O)O)C2c2ccc(F)cc2)cc1 (stereo unspecified)
  1 | -3 | -1 | -5 | 0.7 | 4 | 4 | 2 | -3 | 1
Cc1ccc(C)n1-c1cccc(C(=O)Nc2ccccc2)c1
  6 | -24 | -54 | -23 | 0.6 | 2 | -39 | -8 | 24 | 14
COc1ccccc1NC(=O)c1ccc2nc(N3C(=O)CCC3=O)sc2c1
  5 | -1 | -8 | 0 | 0.1 | 6 | 13 | -9 | 7 | 2
O=C(Nc1ccc(Cl)cc1)c1ccc2nsnc2c1
  -7 | -75 | -202 | 19 | 2.2 | -3 | 42 | -7 | 25 | 6
Cc1ccc(NC(=O)C(OC(=O)c2cnc(C)cn2)c2ccccc2)c([N+](=O)[O-])c1 (stereo unspecified)
  9 | -20 | -10 | 0 | -0.8 | 3 | 6 | -1 | -5 | 2
O=C(Nc1ccc(S(=O)(=O)Nc2nccs2)cc1)c1ccc(=O)[nH]c1
  3 | -3 | 9 | -4 | -0.2 | 2 | -2 | 3 | 16 | 6
Cc1c(CC(=O)NCCC(=O)O)c(=O)oc2cc3oc4c(c3cc12)CCCC4
  0 | -21 | 8 | -4 | -35 | -4 | 5 | -5 | 24 | -4
O=C(O)C1CCCCC1C(=O)NCCCN1CCOCC1 (stereo unspecified)
  2 | -9 | 8 | -9 | -0.3 | 2 | -2 | 5 | -7 | -10
CCOc1ccc(C2Nc3ccc4ccccc4c3-c3c2c(=O)oc2ccccc32)cc1 (stereo unspecified)
  -4 | -21 | -17 | -17 | 0.3 | -3 | -24 | -3 | 7 | -6
COc1ccccc1OCc1ccc(C(=O)N(C)c2ccccc2)o1
  4 | -26 | 0 | 2 | 0.6 | 32* | 19 | -11 | 14 | 2
Cc1ccc(-n2c(=S)[nH]c3sc4c(c3c2=O)CCC4)cc1
  4 | 17 | -35 | 3 | 0.1 | -2 | -4 | 6 | 23 | 0
Cn1c(=O)c2c(nc(N3CCc4ccccc4C3)n2Cc2ccc(Br)cc2)n(C)c1=O
  0 | -43 | -18 | 0 | 0.2 | 7 | 14 | -3 | 52 | 2
COc1ccc(NC(=O)c2sc3ncn(CC(=O)N4CCCCC4)c(=O)c3c2C)cc1OC
  2 | -32 | -50 | -1 | -0.5 | -2 | -12 | -1 | 22 | 5
Cc1ccc(C(=O)Oc2cccc(NC(=O)c3ccccc3)c2)cc1C
  -1 | -14 | -34 | 3 | 0.1 | 2 | 3 | -13 | 14 | -8
Cc1cccc(C)c1NC(=O)CSc1nc(-c2ccco2)cc(C(F)(F)F)n1
  -3 | 21 | -32 | -2 | . | 2 | -7 | -2 | 7 | -7
COC(=O)C1(Cc2cc(-c3ccc(OC)cc3OC)no2)CCN(C(=O)OC(C)(C)C)CC1
  4 | -36 | 4 | 6 | -12 | 3 | 23 | 0 | 25 | -10
Cc1nc(S(=O)(=O)NC2CCCCC2)c(C#N)c(C)c1Cl
  4 | -5 | -91 | 5 | -1.1 | 2 | 10 | 1 | 2 | 3
O=C(CCc1nc2ccccc2[nH]1)NCc1ccc2c(c1)OCO2
  5 | 23 | -4 | -4 | -0.2 | -2 | -22 | -16 | 10 | 1
Cc1ccc(S(=O)(=O)c2c[nH]c3cc4c(cc3c2=O)OCO4)cc1
  -6 | -24 | -9 | . | . | 0 | . | -9 | 41 | -2
N#CC1=C(N)NC(SCc2ccccc2)=C(C#N)C12CCCC2
  2 | 5 | -26 | -2 | -0.3 | 2 | 1 | 0 | -15 | -12
CC1(C)CC(=O)C2=C(C1)OC1=C(C(=O)CC(C)(C)C1)C2(C)C
  -9 | -23 | 8 | -8 | 0.1 | -4 | -17 | -1 | 11 | 10
CSc1ccc(N2C(=O)NC3(CCCCC3)C2=O)cc1
  -1 | -20 | -111 | 12 | 2.9 | 3 | 18 | 0 | 30 | -1
COc1cc(S(=O)(=O)N2CCN(C)CC2)c(OC)cc1Cl
  3 | -42 | -1 | -1 | 0.4 | 3 | 9 | -3 | 35 | 2
Cc1ccc(C)c(OCC(=O)Nc2ccc(S(=O)(=O)Nc3onc(C)c3C)cc2)c1
  8 | -8 | -5 | -6 | -0.4 | 1 | 1 | 1 | 7 | -9
Cc1cnc(CN(C)Cc2c(C(=O)N3CCc4ccccc4C3)nc3ccc(Cl)cn23)[nH]1
  5 | 6 | -6 | -9 | 0.1 | 3 | 5 | 2 | 8 | 0
CCN1CCCc2cc(CN(CCN3CCOCC3)C(=S)Nc3ccccc3C)ccc21
  -12 | -20 | -15 | -1 | -0.1 | -3 | -3 | -5 | 18 | -2
Cc1cc(C)n(-c2cccc3cccnc23)n1
  -1 | -47 | -5 | -5 | 0.2 | 0 | 3 | 1 | 10 | -5
O=C(NC1CCCCC1)N1CCN(c2ccc([N+](=O)[O-])cc2)CC1
  7 | -21 | 8 | -4 | -0.8 | 0 | -9 | 3 | 19 | -6
O=C(Nc1ccon1)C12CC3CC(C1)CC(n1cnc([N+](=O)[O-])n1)(C3)C2
  -2 | -32 | 6 | -5 | 0.3 | 1 | -10 | -4 | 43 | -4
CCN(C(=O)COC(=O)c1cccnc1Nc1cccc(C(F)(F)F)c1)C1CCS(=O)(=O)C1 (stereo unspecified)
  -3 | -11 | 7 | 0 | 0.1 | -4 | 11 | 10 | 27 | 0
O=c1nc2n(c3sc4c(c13)CCCC4)C(CBr)CS2 (stereo unspecified)
  -2 | 3 | . | . | . | -1 | . | 6 | 25 | .
Cc1cn2c(=O)c(C(=O)N3CCN(c4ccccc4F)CC3)cnc2s1
  . | . | -3 | -6 | 0.0 | . | -16 | 0 | 18 | -5
CC(Oc1ccc(Cl)cc1Cl)C(=O)Nc1cccc(O)c1 (stereo unspecified)
  5 | 4 | -62 | 9 | 3.3 | -4 | 4 | 18 | 12 | 8
COc1ccc(NC(=O)CN2CCC(C(=O)c3ccc(F)cc3)CC2)c(OC)c1
  1 | 3 | -9 | 4 | -0.6 | -3 | 36 | 0 | 18 | -3

HSP90 inh: what is marked active above.
Structure | KLF5 inh | aSyn UTR inh | HSF1 inh | HSP90 inh | HSF-1 act | HDAC3 inh | AI-2 QS modul | Platelet DG rel
COc1ccccc1OCc1ccc(C(=O)N(C)c2ccccc2)o1 | -26 | 0 | 2 | 32* | 19 | -11 | 14 | 2

Assay outcomes deposited in PubChem by several laboratories.
